# Bioassay records from PubChem.
# cln2 rad14 – NCI yeast anticancer drug screen, S. cerevisiae cln2 rad14 strain. % growth inhibition at 50 µM. AID 165, 2004. hit rate 8.3% among 78,000;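 also: 0% = growth of vehicle-only cultures of the same strain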
#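 Strain: cln2 rad14 yeast, altered in cell cycle control and DNA damage repair. Read-out: growth inhibition vs vehicle.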
# yeast sgs1 mgt1 – NCI yeast anticancer drug screen, S. cerevisiae sgs1 mgt1 strain; growth inhibition, % at 50 µM; hit rate 10% among 78,000; AID 161, 2004;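 also: 0% = growth of vehicle-only cultures of the same strain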
#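 Genetically altered yeast, compound exposure, growth inhibition relative to vehicle.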
# mec2-1 – NCI yeast anticancer drug screen, S. cerevisiae mec2-1 strain. growth inhibition, % at 50 µM. hit rate 9% among 79,000. AID 157, 2004;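 also: 0% = growth of vehicle-only cultures of the same strain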
#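 Test agents were screened against the mec2-1 yeast strain, with defined DNA repair or cell cycle alteration. Growth was scored as inhibition against vehicle-only controls.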
# bub3 – NCI yeast anticancer drug screen, S. cerevisiae bub3 mutant strain; % growth inhibition at 50 µM; hit rate 9.9% among 78,000;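 also: 0% = growth of vehicle-only cultures of the same strain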
#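 Whole-cell yeast assay. The mutant strain was incubated with compounds, and growth inhibition was determined by comparison with vehicle-treated cells.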
# mlh1 rad18 – NCI yeast anticancer drug screen, S. cerevisiae mlh1 rad18 strain. growth inhibition, % at 50 µM. hit rate 11% among 79,000;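 also: 0% = growth of vehicle-only cultures of the same strain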
#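 Yeast w/ defined DNA-repair lesions; compound exposure; growth vs vehicle controls → % inhibition.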
# rad50 – NCI yeast anticancer drug screen, S. cerevisiae rad50 strain. % growth inhibition at 50 µM. hit rate 10% among 79,000. AID 155, 2004;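 also: 0% = growth of vehicle-only cultures of the same strain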
#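 Yeast carrying a defined DNA repair defect were exposed to test compounds, and growth was compared with vehicle-treated controls to give percent inhibition.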
# * hit, by the source's call; & = joins results of further samples. Rule as the data show it: active = growth inhibition above about 70%; inactive = the rest. No enrichment for hits; about 14% have a hit in one of these screens.
# The line under a structure holds: cln2 rad14, yeast sgs1 mgt1, mec2-1, bub3, mlh1 rad18, rad50
Cc1c(O)c(C)c2c(C)cn(C(=O)C(C)(C)C)c2c1C
→ 9, 14, -24, 27, 4, -4
O/N=C/c1ccccc1O
→ 10, 0, -19, -8, 10, 15
CCO/N=[N+](\[O-])N(CC)CC
→ 22, 14, -9, 10, -2, -6
O=c1ccc2nc3ccccc3ccc-2c1
→ 21, 18, 15, 62, 62, 23
NCCSC1(O)C(=O)c2ccccc2-c2ccccc21 (stereo not drawn)
→ 96*, 99*, 98*, 98*, 99*, 99*
N#CC1(OC2OC(CO)C(O)C(O)C2O)C=CC(O)C1O (stereo not drawn)
→ -9, -16, -40, -43, -13, -11
O=C(Nc1ncc([N+](=O)[O-])s1)c1cc(Cl)cc(Cl)c1
→ 53, 78*, 61, 58, 74*, 60
CN1C2=NCCN2C(=O)c2cc(Cl)ccc21
→ 9, 16, -22, 14, 10, 1
O=C(NC1C2CC3CC(C2)CC1C3)c1cc(/C=C/c2ccccc2)[nH]c(=S)n1 (stereo not drawn)
→ 12, 13, 2, -2, 14, 15
CCN(CC)CC(C)O (stereo not drawn)
→ -27, 21, 13, -9, 31, 40
c1ccc(CCCNc2nnnc3ccccc23)cc1
→ -19, -11, -36, -57, -4, -9
C=CC(=NC(C)(C)C)Nc1ccc(Cl)cc1
→ -15, -36, -7, -19, 3, -13
C=C(C)COc1ccc(C2OCC(CC)C(CCC)O2)cc1 (stereo not drawn)
→ -45, -8, -11, 5, -9, -4
O=C(O)COc1ccc(OCC(=O)O)cc1
→ -68, -12, -21&-5, -5, 18&1, 56&-11
CN(C)N=Nc1nn(C2CCCO2)cc1C(N)=O (stereo not drawn)
→ -1, -7, -4, 7, -7, -6
CCCCNC(=O)c1ccc(C(C)C)cc1
→ -4, 0, -1, -1, -5, 9
O=P1(c2ccccc2)C(c2ccccc2)=CC=C1c1ccccc1
→ 7, 18, 10, 12, 31, 23
CCCCCCCCCCCCN1C(C)=CS/C1=C\C=C\c1scc(C)[n+]1CCCCCCCCCCCC
→ 85*, 85*, 89*, 85*, 83*, 88*
O=C(NCc1ccc(Cl)c(Cl)c1)Nc1ccccc1F
→ 10, 6, 11, 20, 7, 11
CCOc1ccn(C)c(=O)n1
→ 4, 4, -10, 5, 6, -5
N#Cc1n[nH]n(C2CCCCC2)c1=O
→ 0, -13, -13, -20, -14, -29
CS(=O)(=O)Oc1nncc(-c2ccccc2)n1
→ -6, -15, 9, 2, 2, 5
CC1(C)Oc2ccc(NC(=O)CCC(N)C(=O)O)cc2O1 (stereo not drawn)
→ 12, -1, -53, 16, -18, -28
CCc1ccc(Cc2ccc(CC)c(NC(=O)C(=O)C3NC(=S)NC3=O)c2CC)c(CC)c1NC(=O)C(=O)C1NC(=S)NC1=O (stereo not drawn)
→ 5, 5, -10, 4, -4, -5
CC(=O)c1sc(=N)n(-c2c(C)cccc2C)c1C
→ 8, -25, -57, 2, -28, -49
O=[N+]([O-])c1c(Cl)cc(Cl)cc1Cl
→ -27, -4, 8, -6, -15, -14
COC1/C=C\OC2(C)Oc3c(C)c(O)c4c(c3C2=O)C2=NC(C)(C)N(c3ccccc3)C2=C(NC(=O)/C(C)=C\C=C\C(C)C(O)C(C)C(O)C(C)C(OC(C)=O)C1C)C4=O (stereo not drawn)
→ 40, 73*, 54, 28, 52, 25
C[P+]1(c2ccccc2)CCCCC1
→ -35, -1, -4, 38, -3, -16
Nc1cccc(C=O)c1
→ -6, -17, -22, 1, -15, -22
Oc1nc2nc[nH]n2c1N=Nc1ccccc1
→ -12, -8, -13, 10, 7, -23

# A run of entries of the results above:
# The line under a structure holds: cln2 rad14, yeast sgs1 mgt1, mec2-1, bub3, mlh1 rad18, rad50
N#Cc1n[nH]n(C2CCCCC2)c1=O
→ 0, -13, -13, -20, -14, -29
CS(=O)(=O)Oc1nncc(-c2ccccc2)n1
→ -6, -15, 9, 2, 2, 5
CC1(C)Oc2ccc(NC(=O)CCC(N)C(=O)O)cc2O1 (stereo not drawn)
→ 12, -1, -53, 16, -18, -28
CCc1ccc(Cc2ccc(CC)c(NC(=O)C(=O)C3NC(=S)NC3=O)c2CC)c(CC)c1NC(=O)C(=O)C1NC(=S)NC1=O (stereo not drawn)
→ 5, 5, -10, 4, -4, -5
CC(=O)c1sc(=N)n(-c2c(C)cccc2C)c1C
→ 8, -25, -57, 2, -28, -49
O=[N+]([O-])c1c(Cl)cc(Cl)cc1Cl
→ -27, -4, 8, -6, -15, -14

# Other structures
# The line under a structure holds: cln2 rad14, yeast sgs1 mgt1, mec2-1, bub3, mlh1 rad18, rad50
NCc1ccc(O)c(O)c1O
→ -3, 38, 14, 81*, 16, 15
Cc1ccc(C2=CC(=O)/C(=C\C(=O)c3ccc(Br)cc3)O2)c(C)c1
→ 35, 62, 78*, 52, 72*, 77*
CC(=O)c1c(-c2ccc(Cl)cc2)c(-c2ccc(Cl)cc2)nn(CCN)c1=O
→ 25, 29, 15, 43, 93*, 38
O=C1NOCC1N=Cc1cc(Cl)ccc1O (stereo not drawn)
→ 23, 27, 17, 59, 84*, 76*
CCC(C)(C#N)OC(C)=O (stereo not drawn)
→ -7, -8, -27, 5, 8, -4
CC(=O)c1cccc(NC(=O)Nc2ccc(I)cc2)c1
→ -5, -14, -18, -3, 3, -4
Oc1c(Cl)cc(Cl)cc1CN(Cc1cc(Cl)cc(Cl)c1O)c1ccccc1
→ 52, 41, 17, 27, 13, 16
COC(=O)CCC(=O)[C@H]1CC[C@H]2[C@@H]3CC[C@H]4C[C@@H](OC(C)=O)CC[C@]4(C)[C@H]3CC[C@]12C
→ -27, 0, -13, -13, -17, -3
CC(C)(C)C(=O)CC(=O)C(F)(F)C(F)(F)C(F)(F)F.[Ag]
→ 90*, 90*, 93*, 88*, 88*, 92*
OCc1c(CO)c(-c2ccc(Cl)cc2)n2c1CCC2
→ 29, 8, -15, -6, 34, 29
COC1CCC(OC(=O)c2ccccc2)C(CI)O1 (stereo not drawn)
→ -5, 50, 30, 26, 31, 54
CCCCNC(=S)/N=C/c1c(O)cc(C)oc1=O
→ 2, -24, -26, -15, 3, -17
CSC(=S)OC1CC(n2cnc3c(NC(=O)c4ccccc4)ncnc32)OC1CO[Si](C)(C)C(C)(C)C (stereo not drawn)
→ 73*, 10, -4, 1, 17, 6
NNC(=O)CCCCl
→ 3, -12, -16, -21, 0, -10
O=C(Nc1cnc2ccccc2c1)Nc1cnc2ccccc2c1
→ 8, 24, 14, 16, 35, 38
NCCN1CCCCCc2ccccc21
→ -17, -50, -53, -41, -39, -63
O=S1(=O)c2ccccc2N=C(c2ccccc2Cl)CC1c1ccc(F)cc1 (stereo not drawn)
→ 32, 61, -10, 3, 72*, 18
CN(Cc1ccc2nc(N)nc(N)c2c1)c1ccc(C(=O)NC(CCC(=O)O)C(=O)O)cc1 (stereo not drawn)
→ 5, 78*, 89*, -24, 33, 65
CCOCCC(=O)N1c2ccccc2CC1c1c[nH]c2ccccc12 (stereo not drawn)
→ 8, 52, 5, 0, 67, 74*
O=C1c2ccc3ccccc3c2C(=O)c2ccc3ccccc3c21
→ -30, -4, -4, -12, -17, -21

# The listing continues.
SMILES	cln2 rad14	yeast sgs1 mgt1	mec2-1	bub3	mlh1 rad18	rad50
CC(C)COC(=O)COc1ccccc1	1	32	20	17	38	36
CC(C)Cc1ccc(OC(=O)Nc2ccccc2)cc1	-3	-3	-2	-14	2	-8
CCCC(=O)OCc1ccccc1	-16	-7	12	-5	-8	14
CCOC1(c2ccccc2)c2ccccc2C(=O)N1c1ccccc1 (stereo not drawn)	28	-2	12	57	13	-12
CCOC(OCC)C(=O)NC(Cc1ccccc1NC(=O)c1ccccc1)c1ccc2c(c1)OCO2 (stereo not drawn)	5	4	-1	3	21	36
CC(C)CC(NC(=O)OC(C)(C)C)C(=O)Nc1ccc(Nc2nc(F)nc(-c3c4ccccc4cn3C)n2)cc1 (stereo not drawn)	9	-8	12	-15	7	-4
NC(=O)c1cccc(Br)c1	3	7	-29	-13	13	6
C=CCCC(=O)CC(O)(C(F)(F)F)C(F)(F)F	16	9	-9	-18	16	2
O=C(Nc1ccccc1)Sc1nnc2c3ccccc3c3ccccc3c2n1	-25	-30	-12	0	-48	-21
CN(C)C1CS(=O)(=O)OC2=C1CCc1sccc12 (stereo not drawn)	6	3	-2	-28	12	26
COC(=O)c1cc(OCC#CC#CCOc2ccc(O)c(C(=O)OC)c2)ccc1O	-1	10	-6	-4	14	3
Cc1ccccc1N1CCN(CC(O)Cc2ccccc2)CC1 (stereo not drawn)	-7	12	10	15	21	20
CCN(CC)C(=S)N/N=C(/C)c1cccc(/C(C)=N\NC(=S)N(CC)CC)n1	34	67	69	65	71*	56
Cc1ccc(C(CN(C)C)C(=O)c2ccccc2)cc1C (stereo not drawn)	-24	36	3	69	27	5
COc1ccc(S(=O)(=O)O)cc1NS(=O)(=O)c1ccc(C)cc1	-12	16	19	0	-2	-1
N=Cc1cc([N+](=O)[O-])ccc1O	95*	98*	93*	71*	98*	97*
N#CC(C(=O)CCCC(=O)Nc1ccc(Cl)cc1Cl)c1ccccc1 (stereo not drawn)	13	-7	-14	-16	-28	-39
Brc1ccc(Nc2ccc(Br)cc2Br)c(Br)c1	12	17	23	4	10	28
O=C1C=C(Nc2ccc(Br)cc2)c2ccccc2C1=O	8	12	-2	-1	-2	36
CCc1cccc(CC)c1NC(=O)C(Sc1nc(-c2cccs2)cc(C(F)(F)F)c1C#N)c1ccccc1 (stereo not drawn)	21	-12	-19	8	13	13
CC(=O)c1c(C)cc2cc(C)cc(O)c2c1O	1	1	18	0	30	31
COc1ccccc1/C=N/N1C(=O)C2C3C=CC(O3)C2C1=O (stereo not drawn)	0	0	10	3	14	2
CN1NC(c2ccccc2)=C(C#N)C(=O)CC1c1ccco1 (stereo not drawn)	-3	14	-4	5	9	-2
CCS(=O)(=O)OCCOC	58	-17	-26	-15	10	-3
Nc1nc(CCC(=O)O)cs1	-24	5	-14	-1	-19	-7
COC(=O)C(=O)c1c(C(=O)OC)nc2[nH]n(-c3ccccc3)c(=O)c2c1Cc1ccccc1	-46	2	1	-37	8	-6
CC1(C)[C@@H]2CC[C@@]1(C)/C(=N/O)C2	4	14	14	-12	25	22
O=c1c2cccc3c4ccccc4c4sc5ccccc5n1-c4c23	-14	-12	1	-16	2	-32
CCSc1nnc(C2CCC(=O)N2Cc2ccccc2)o1 (stereo not drawn)	-16	-1	-34	5	-4	-14
CCc1occc(=O)c1O	2	-2	-7	17	-9	17
CC(=O)OCC1OC(Nc2ncc(-c3ccc(C)cc3)s2)C(OC(C)=O)C(OC(C)=O)C1OC(C)=O (stereo not drawn)	37	41	23	2	40	41
CC1CCCC/C1=N/O (stereo not drawn)	-57	1	3	1	-6	-4
C#CCOCC12C=CC(O1)C1C(=O)OCC12 (stereo not drawn)	19	-13	10	21	42	-9
CCC(C)C(C)/C(C)=N/Nc1ccc([N+](=O)[O-])cc1[N+](=O)[O-] (stereo not drawn)	-35	0	-10	7	-26	14
Cc1ccc(C(=O)CC(O)(C(F)(F)F)C(F)(F)F)cc1[N+](=O)[O-]	90*	92*	90*	91*	87*	89*
CC1=C(SCCO)C(=O)c2ccccc2C1=O	67	82*	73*	81*	81*	84*
COC(=O)C1(CC(=O)c2ccc(F)cc2)NC(=S)NC(=O)C1C#N (stereo not drawn)	-13	-8	2	-34	-2	15
Cc1ccc(N=Cc2cccs2)c(Br)c1	6	0	-20	-1	6	-6
Nc1ccc2nnn(OC3CCCC3)c2c1	9	4	14	-4	0	40
COc1ccccc1CC/C(C)=N/NS(=O)(=O)c1ccc(C)cc1	-24	6	4	12	6	11
Cc1c2ccncc2c(COC2OC(CO)C(O)C2O)c2c3ccccc3n(C)c12 (stereo not drawn)	-12	-47	-12	-49	-46	-7
COc1cc(/C=C2\Cc3ccccc3C2=O)cc(OC)c1OC	18	-16	-15	-14	-13	-13
FC(F)(F)c1cc(Br)c2ccc3ncccc3c2n1	-5	-1	8	7	3	6
c1cc[n+](Cc2ccc3ccccc3n2)cc1	-27	-6	-6	-2	29	-1
O=c1c2c(-c3cc(-c4ccccc4)nc4[nH]n(-c5ccccc5)c(=O)c34)cc(-c3ccccc3)nc2[nH]n1-c1ccccc1	-38	0	-6	5	-23	0
NCCCC(=O)NC(Cc1cnc[nH]1)C(=O)O (stereo not drawn)	33	12	29	3	-6	-1
Cc1nc2c(=O)n(C)c(=O)n(C)c2nc1CCC(=O)O	-52	-1	-4	5	-6	-16
Clc1nc2nc(Cl)c(Cl)n2nc1Cl	99*	100*	100*	99*	100*	99*
